NCI-60 one-dose screen, 48 h, at 10 µM unless noted. Numbers give growth in % (100 = growth as untreated, 0 = no growth, -100 = all killed).
SR: SR leukemia cells | 8.7% of 73,000 active | AID 1794780
MOLT-4: MOLT-4 leukemia cells. 6.9% of 80,000 active. AID 1794779
HOP-92: HOP-92 NSCLC cells | 6.3% of 71,000 active
EKVX: EKVX NSCLC; 3% of 71,000 active
CCRF-CEM: CCRF-CEM leukemia; 7% of 77,000 active; AID 1794778
RPMI-8226: RPMI-8226 leukemia cells. 7.5% of 77,000 active
HOP-62: HOP-62 NSCLC | 3.9% of 80,000 active | AID 1794735
K-562: K-562 leukemia | 7.4% of 78,000 active
Active calls of the source: *; . = no result given; & = joins results of further samples; [ ] = another dose, or the depositor's remark. Rule for the calls: active = growth percent below 10; inactive = the rest. Compounds were not picked by outcome. Share with any hit: about 13%.

SMILES	SR	MOLT-4	HOP-92	EKVX	CCRF-CEM	RPMI-8226	HOP-62	K-562
O=C(CCl)N1c2ccccc2Oc2ccc3ccccc3c21	9.3*	-4.2*	.	59	0.6*	-25*	-17*	3.0*
CCCC1(C=O)NC(=O)NC1=O (stereo unspecified)	98	99	100	101	102	105	82	94
CCOC(=O)/C(C#N)=C\c1ccc(Cl)c(Cl)c1	95	100	.	.	92	99	101	97
CC/C(=C(\CC)c1ccc(OC)cc1)c1ccc(OC)cc1	92	97	.	92	103	100	107	109
COC(=O)c1csc(-c2ccc(CO)o2)n1	114	101	.	.	.	104	102	103
COc1ccc(-c2nn(-c3ccccc3)cc2-c2nc3ccccc3[nH]2)cc1	94	104	86	88	89	75	132	102
O=C(CNC(=O)c1ccc(Cl)cc1)NO	96&92	107&106	76&81	90&102	99&70	96&99	104&104	98&107
O=C1NC(=O)/C(=C\c2ccc3c(c2)OCO3)S1	97	82	88	102	104	105	83	98
Clc1ccc(Nc2nnc(CNc3ccccc3)c3ccccc23)cc1	-9.2*	-9.2*	-19*	17	12	3.4*	27	5.4*
O=C/C=C/c1ccc([N+](=O)[O-])cc1	87	82	117	.	88	102	104	96
N#C/C(=C\c1ccc2c(c1)OCO2)n1nnc2cc(F)c(F)cc21	43	64	47	83	.	64	69	18
CC(=O)N1C(=S)NC(C)=C(C(=O)OCC(C)C)C1c1ccc2c(c1)OCO2 (stereo unspecified)	80	95	81	100	.	55	92	78
Nc1ccc2c(c1)-c1ccccc1C2=O	108	111	89	78	100	107	98	113
O=c1c2ccccc2ccc2ccccc12	.	94	99	114	104	110	106	102
COc1ccc(C(O)c2cc3c(N)c(C(=O)Nc4cccc5ccccc45)sc3nc2C)cc1 (stereo unspecified)	13	11	51	42	13	18	26	12
O=C(OCc1ccc2c(Cl)cc(Cl)c(O)c2n1)N1CCN(C(=O)c2cc3cc(F)ccc3[nH]2)CC1	17	17	39	94	13	21	6.3*	13
Fc1ccccc1-c1ccccc1	107	102	94	103	102	107	110	104
CCCCOC(=O)C(C)OC(C)=O (stereo unspecified)	86	97	121	.	108	.	96	94
COc1ccc(C2=Nn3c(nn4c(SCC(=O)c5ccccc5)nnc34)SC2)cc1	99	105	107	107	103	102	104	112
CC(O)C1CC[C@]2(C)[C@@H]1CC[C@@H]1[C@@]3(C)CC[C@H](O)C(C)(C)[C@@H]3CC[C@]12C (stereo partly specified)	99	106	109	97	98	108	103	89
COc1ccc(-c2cc(-c3cccn3C)c(C#N)c(=O)n2S(=O)(=O)c2ccc(C)cc2)cc1OC	69	85	84	112	89	97	95	94
Cc1cnc(N)s1	101	103	91	94	99	96	78	93
CCOC(=O)c1c(C)nc2c(c1N)/C(=C/c1cccs1)C(=O)N2CCc1ccc(OC)c(OC)c1	60	70	80	63	78	66	97	90
Nc1nc(SCC2(CCl)COC2)c2[nH]cnc2n1	84	89	.	107	101	96	90	91
CN1C(=O)C(O)(CC(=O)c2cc3ccccc3oc2=O)c2ccccc21 (stereo unspecified)	71	83	110	90	92	98	97	73

Of the compounds above, two have an aryl thioether with sulfur outside any ring.
SMILES	SR	MOLT-4	HOP-92	EKVX	CCRF-CEM	RPMI-8226	HOP-62	K-562
COc1ccc(C2=Nn3c(nn4c(SCC(=O)c5ccccc5)nnc34)SC2)cc1	99	105	107	107	103	102	104	112
Nc1nc(SCC2(CCl)COC2)c2[nH]cnc2n1	84	89	.	107	101	96	90	91

Whole records from above. Values in the order: SR, MOLT-4, HOP-92, EKVX, CCRF-CEM, RPMI-8226, HOP-62, K-562
O=C1NC(=O)/C(=C\c2ccc3c(c2)OCO3)S1 is listed as 97, 82, 88, 102, 104, 105, 83, 98
CC/C(=C(\CC)c1ccc(OC)cc1)c1ccc(OC)cc1 is listed as 92, 97, ., 92, 103, 100, 107, 109
Nc1nc(SCC2(CCl)COC2)c2[nH]cnc2n1 is listed as 84, 89, ., 107, 101, 96, 90, 91
CCOC(=O)c1c(C)nc2c(c1N)/C(=C/c1cccs1)C(=O)N2CCc1ccc(OC)c(OC)c1 is listed as 60, 70, 80, 63, 78, 66, 97, 90

Next part:
SMILES	SR	MOLT-4	HOP-92	EKVX	CCRF-CEM	RPMI-8226	HOP-62	K-562
O=C(O)CCN1C(=O)/C(=C/c2ccc(O)cc2O)SC1=S	96	110	136	106	99	99	125	97
O=C1/C(=C/c2ccc(Cl)cc2)Cc2ccccc21	87	81	71	93	91	90	80	92
Cc1ccc(-c2nc(S(=O)(=O)c3ccc(C)cc3)c(S(=O)(=O)c3ccc(C)cc3)o2)cc1	.	.	106	95	103	114	102	.
CCOC(=O)C(C)(C#N)C1C=CCCC1 (stereo unspecified)	.	98	78	97	85	93	90	.
Fc1ccc(/C=C/c2cc(/C=C/c3ccc(F)cc3)on2)cc1	89	90	112	109	88	106	103	87
CCCCCC1CC(=O)NC1(C(=O)OCC)C(=O)OCC (stereo unspecified)	78	99	115	114	104	119	114	.
C=CCn1c(SCC(=O)Nc2ccc(C(C)=O)cc2)nnc1-c1cc(-c2ccc(S(C)(=O)=O)cc2)nc2ccccc12	87	74	110	84	74	59	100	80
CC(=O)O[C@@H]1CCN2C(=O)Nc3ccc(F)cc3[C@@H]2C1	97	98	95	108	105	107	103	96
CC(C)(C)OC(=O)CN1CCc2c(sc3ncnc(N/N=C/c4ccccc4Br)c23)C1	38	11	74	45	.	.	89	17
CN(CC(=O)N(Cc1ccc(C2CCCCC2)cc1)c1ccc(C(=O)O)cc1)S(=O)(=O)c1c(F)c(F)c(F)c(F)c1F	-22*	-16*	.	92	-28*	11	61	1.3*
COc1ccc(-c2nc(N/N=C/c3ccc(F)cc3)nc(N3CCOCC3)c2C#N)cc1	73	87	89	88	91	97	80	89
CC(=O)COc1ccc(/C=C2\CCC/C(=C\c3ccc(OCC(C)=O)cc3)C2=O)cc1	81	26	100	92	12	40	108	87
O=C(NCCNc1nccc(-c2c(-c3ccc(F)cc3)nc3sccn23)n1)Nc1ccccc1	105	74	.	114	.	.	97	76
O=C(/C=C/N1C[C@H]2C[C@@H]1CN2c1ccccn1)c1ccccc1O	94	97	73	103	96	.	89	98
CC(=O)c1cccc(N(C)S(=O)(=O)c2ccc(C)cc2)c1	45	95	72	.	98	102	93	48
Cc1nc(-c2cc3ccccc3oc2=O)ccc1C(=O)/C=C/c1ccc([N+](=O)[O-])cc1	87	106	106	97	97	100	108	108
O=C(Nc1nc(-c2ccc(Br)cc2)cs1)c1ccccc1CN1C(=O)c2ccccc2C1=O	100	96	97	98	100	94	109	94
O=C(Nc1cc(Cl)ccc1Cl)c1ccc(C(=O)Nc2cc(Cl)ccc2Cl)cc1	90	102	93	.	102	101	97	101
CCN(CC)CCCOc1cccc2c1C(=O)c1cccc(OCCCN(CC)CC)c1C2=O	3.1*	5.0*	21	55	25	19	48	16
CCCC1(CCC)c2ccccc2C(CCl)(OCC)c2ccccc21	104	58	86	104	95	44	115	52
O=C(O)C1C(c2ccccc2)=C1c1ccc(Br)cc1 (stereo unspecified)	96	99	59	.	98	98	108	111
COc1ccc(C2CC(=O)c3c(O)c(OC)c(OC)c(OC)c3O2)c(O)c1 (stereo unspecified)	23	23	78	48	25	33	65	14
COc1ccc(C(=O)NC(=O)Nc2ccc3c(c2)NC(=O)/C3=C\c2[nH]c(C)c(CCC(=O)O)c2C)cc1	85	112	104	81	111	108	71	100
COc1cc(/C=N\NC(=O)c2ccc3nc(-c4ccc([N+](=O)[O-])cc4)[nH]c3c2)cc(OC)c1OC	.	95	99	105	94	94	106	96
COc1ccc2c(c1)c(C(=O)c1nc(-c3cn(C)c4ccccc34)no1)cn2C	45	94	110	103	88	94	93	72

Entries from the list above that have an NH in an aromatic ring:
SMILES	SR	MOLT-4	HOP-92	EKVX	CCRF-CEM	RPMI-8226	HOP-62	K-562
COc1ccc(-c2nn(-c3ccccc3)cc2-c2nc3ccccc3[nH]2)cc1	94	104	86	88	89	75	132	102
O=C(OCc1ccc2c(Cl)cc(Cl)c(O)c2n1)N1CCN(C(=O)c2cc3cc(F)ccc3[nH]2)CC1	17	17	39	94	13	21	6.3*	13
Nc1nc(SCC2(CCl)COC2)c2[nH]cnc2n1	84	89	.	107	101	96	90	91
COc1ccc(C(=O)NC(=O)Nc2ccc3c(c2)NC(=O)/C3=C\c2[nH]c(C)c(CCC(=O)O)c2C)cc1	85	112	104	81	111	108	71	100
COc1cc(/C=N\NC(=O)c2ccc3nc(-c4ccc([N+](=O)[O-])cc4)[nH]c3c2)cc(OC)c1OC	.	95	99	105	94	94	106	96

Next part.
SMILES	SR	MOLT-4	HOP-92	EKVX	CCRF-CEM	RPMI-8226	HOP-62	K-562
COc1ccc(CCN2C(=O)CCSC2=S)cc1OC	33	100	87	97	74	37	98	81
O=C(/C=C/c1cccc(C(F)(F)F)c1)Nc1ncc(Cc2cccc(Cl)c2)s1	83	102	102	92	98	105	95	92
N#CC(C#N)=Cc1cc2ccccc2nc1Oc1ccc(Cl)cc1	14	29	53	93	10	61	99	49
O=c1ccn2nc3ccccc3c2[nH]1	.	108	71	64	118	101	88	98
COc1ccc(-c2nc(SCC(=O)Nc3nc(-c4ccc(C)cc4)cs3)[nH]c(=O)c2C#N)cc1	.	88	84	99	97	90	97	98
O=C1NC(=O)C(Cn2c(-c3ccccc3)nc3ccccc32)N1 (stereo unspecified)	.	98	95	96	102	96	97	98
CCCCCSc1nnc(-c2c(C)nc3ccc(Cl)cn23)o1	.	90	75	71	100	91	71	89
O=C1c2cccc3cccc(c23)C(=O)N1Nc1nc(Nc2ccc(F)cc2)nc(N2CCOCC2)n1	.	92	102	97	103	106	103	104
O=C(O)C1=Nc2ccc(Cl)cc2/C1=C\c1sc(=S)[nH]c1O	115	105	104	95	98	101	110	94
Cc1cnc(SCc2ccc(Cl)cc2Cl)nc1N(C)C	85	89	84	107	90	94	97	87
CC[C@H](CO)Nc1ccc2ncc(C#Cc3cncc(C(=O)Nc4ccc(CN5CCN(C)CC5)c(C(F)(F)F)c4)c3)n2n1	-43*	-3.1*	.	-64*	1.6*	-45*	-45*	0.0*
COc1ccc2nc(C)sc2c1	97	104	90	98	.	.	105	104
COc1ccc(CCc2ccncc2)cc1	99	106	.	96	118	108	89	101
O=c1/c(=C/c2c[nH]c3ccccc23)sc2nc3ccccc3n12	105	110	107	91	119	113	91	113
Cc1cccc(Nc2nnc(SCC(=O)N3CCC(C)CC3)s2)c1	57	63	89	93	77	80	98	73
COc1ccc(-n2ncc3c4nc(OC)c(S(=O)(=O)c5ccccc5)cc4ccc32)cc1	86	98	27	.	103	95	47	119
O=C(CSc1nnc(-c2ccc3nc(-c4ccc(Cl)cc4)[nH]c3c2)o1)Nc1ccc(C(=O)/C=C/c2ccc(Cl)cc2)cc1	50	78	94	94	86	4.9*	98	81
COc1ccc(C(=O)/C=C/c2cc3c(c(OC)c2)OCC(=O)N3)cc1	20	6.2*	39	.	7.8*	5.4*	87	7.5*
Cc1ccc(-n2nc3c(c(C#N)c2=O)CC(c2ccc([N+](=O)[O-])cc2)C([N+](=O)[O-])=C3O)cc1 (stereo unspecified)	.	91	105	102	99	106	100	89
O=C1CC(c2cccc(Cl)c2)c2cnn(Cc3ccc4c(c3)OCO4)c2N1 (stereo unspecified)	79	91	84	73	79	66	86	79
CCCCCCCCCCOC(C)=O	99	103	89	.	.	99	108	107
CCCCCCCCCCCC(=O)OCC1OC(n2cnc3c(=S)nc[nH]c32)C(OC(=O)CCCCCCCCCCC)C1OC(=O)CCCCCCCCCCC (stereo unspecified)	65	47	59	77	56	50	69	19
CCCCCCCCCCCC(=O)OC/C=C\Cl	104	114	100	112	101	99	103	106
Cc1cc(CSc2ssc(=S)c2-c2ccccc2)c(CSc2ssc(=S)c2-c2ccccc2)cc1C	94	92	.	.	93	100	97	103
CC(C)C1(Cl)CC=C(CC(Cl)(Cl)Cl)CC1 (stereo unspecified)	101[5 µM]	95[5 µM]	94[5 µM]	99[5 µM]	91[5 µM]	101[5 µM]	106[5 µM]	109[5 µM]
CCC(C)(C)CO	87	109	.	96	92	115	91	100

Screening data (PubChem BioAssay)
